TNAP activators = stimulation of alkaline phosphatase TNAP activity – biochemical, luminescent, no phosphate acceptor, uHTS, primary screen (AID 1001); 200,000 tested, 0.03% active; purified TNAP, luminescent activation assay, no phosphate acceptor; higher activation fold means a stronger effect; one-dose activation fold at 20 µM; EC50 in µM for titrated hits; in the data active = activation fold from about 3, or a potency from the dose series; inactive = the rest, 99 in 100 with activation fold below about 1.6; also: many of its hits are not listed in these tables
Ins promoter up = MIN6 insulin promoter up-regulation; MIN6 insulin promoter-GFP reporter, high-content imaging; active compounds read high; z-score at 5 µM; 190,000 tested, 0.3% active; AID 1625;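 active = z-score above 3 at 5 µM with at least 500 cells counted in the well; inconclusive = wells under 500 cells, flagged as cytotoxic or low count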
T cell modulator = modulates CD8 T cell binding to vesicles | calls only at 7 µM | 2C CD8+ T cell-vesicle binding, flow cytometry; active compounds read low | 330,000 tested, 0.068% active;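 active = response, share of CD8 T cells binding vesicles, and their 90th percentile fluorescence all below set limits, cut at about 80% in these data, passing the limit was not always enough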
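Also added: QL9-peptide-loaded Drosophila micro-vesicles bearing Ld, ICAM-1 and B7-1; Test system: purified 2C TCR transgenic mouse naive CD8+ T cells; Measured by: cytometric PE anti-B7-1 and Alexa647 anti-CD8 signals after 1% paraformaldehyde fixation; Timing: binding step 1.5 h, 37 °C, antibody labelling 20 min, ice.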
PMI inhibition = human PMI inhibitors, high substrate, primary screen, biochemical, fluorescence intensity, high mannose 6-phosphate (AID 1220); recombinant PMI enzyme, coupled fluorescence intensity; higher % means a stronger effect; inhibition, % at 20 µM, or IC50 in µM where a hit was titrated; 190,000 tested, 0.66% active
Autophagy HCS = autophagy modulation, high-content screen | MEF GFP-LC3 puncta imaging; test concentration mostly 10 µM | calls only at 10 µM (by protocol) | 190,000 tested, 0.98% active;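 active = percentage of spot-positive cells more than 3 SD above its plate mean, without a fluorescence outlier flag or 80% toxicity; inconclusive = no clear call, values can overlap the other calls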;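 also: spot-positive cell cutoff set from DMSO-treated cells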
b-catenin transl = beta-catenin nuclear translocation modulation; HeLa beta-catenin nuclear translocation, immunofluorescence imaging; nuclear translocation activity, % at 5 µM; 190,000 tested, 0.3% active;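 active = nuclear translocation activity above 50% at 5 µM, with a well cell count of 50 or more; inconclusive = wells under 50 cells across six images, flagged as toxic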;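 also: per-cell ratio of nuclear to cytoplasmic median beta-catenin stain intensity; plate controls were DMSO negative control for no effect and GSK-3 inhibitor IX positive control for full effect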
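Test system: human HeLa cell line; Doses: 5 µM primary, 0.02–20 µM confirmation; Incubation: 24 h compound exposure, 37°C; Detection: beta-catenin immunofluorescence imaging with DAPI; Read-out: beta-catenin nuclear/cytoplasmic ratio, % activation.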
Hep lipid drop = hepatic lipid droplet formation modulation. AML12 mouse hepatocytes, oleate lipid droplets, BODIPY imaging. inhibition, % at 6.5 µM. 240,000 tested, 0.4% active. AID 1656;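 active = lipid droplet intensity inhibited by at least 50%, with more than 500 cells counted; inconclusive = wells with under 300 cells, treated as cytotoxic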
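Technique: fluorescence imaging, 20x objective, two fields per well / Assay system: AML12 hepatocytes (mouse) / Measure: % inhibition of lipid droplet signal / Doses: 6.5 µM single-point dosing / Incubation: overnight exposure / Reagent: 100 µM oleic acid challenge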
PMI inhibitors = MPI enzyme activity inhibition – biochemical, fluorescence intensity, coupled assay, primary screen (AID 1209) | inhibition, % at 20 µM; hits with a dose series show IC50 in µM | purified PMI enzyme, coupled fluorescence intensity; higher % means a stronger effect | 190,000 tested, 0.42% active;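 also: plate controls were DMSO vehicle for no effect and wells lacking substrate for full effect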
MT stabilizer = stabilizes microtubules in HeLa cells. 200,000 tested, 0.83% active. % tubulin-high responders, % at 10 µM. HeLa tubulin immunostaining HCS, 24 h; share of cells brighter than vehicle mean+2SD;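 active = plate Z-score above 3 for both tubulin-high and condensed-nucleus cell shares, with cell loss under 80%, at 10 µM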;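 also: anti alpha tubulin signal scored within the nucleus-defined area of each cell; some results filed as inactive read as strong as hits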
Ins promoter up cell count = further read-out of Ins promoter up, marked with its call; cell count; measured here: cytotoxicity, nuclei count;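 total cells summed across four imaged fields per well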
Hep lipid drop cells 6.5 µM = second read-out of Hep lipid drop, no call of its own (marks repeat the call); cell count; measured here: cell count, cytotoxicity flag;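 cells counted across two imaged fields per well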
b-catenin transl cell count 5 µM = also measured in b-catenin transl; calls as there; cell count; measured here: cell count, cytotoxicity flag
T cell modulator vesicle-bound % = also measured in T cell modulator; calls as there; double positive events, %; measured here: CD8+ vesicle-bound cell fraction;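 binding gate set so that unloaded-vesicle control wells show 10% double positive cells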
MT stabilizer Hoechst-high % = second read-out of MT stabilizer, no call of its own (marks repeat the call); % Hoechst-high responders; measured here: nuclear condensation Hoechst responders;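 share of cells brighter than vehicle mean plus two SD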
MT stabilizer cytotoxicity % = further read-out of MT stabilizer, marked with its call; toxicity, %; measured here: cytotoxicity by cell density;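 0% = mean cell density of plate MIN control wells and 100% = no cells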
Autophagy HCS cell loss 18 h = recorded beside Autophagy HCS, whose call it bears; toxicity, %; measured here: cell loss, nuclei count;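 cell loss after 18 h compound exposure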
* = called active by the depositor; i = inactive; ? = inconclusive; · = not tested or not shown; + = active, no number. Rule as the data show it, unless noted: active = inhibition above about 50%; inactive = the rest. No enrichment for hits; overall some 2.9% were active at least once.

SMILES	TNAP activators	Ins promoter up	Ins promoter up cell count	T cell modulator	T cell modulator vesicle-bound %	PMI inhibition	Autophagy HCS	Autophagy HCS cell loss 18 h	b-catenin transl	b-catenin transl cell count 5 µM	Hep lipid drop	Hep lipid drop cells 6.5 µM	PMI inhibitors	MT stabilizer	MT stabilizer Hoechst-high %	MT stabilizer cytotoxicity %
Cc1cccc(N)c1-c1c(C)cccc1N	1	·	·	i	43.6	5.8%	i	-2.0	0.4	1546	-3.3	715	-0.3%	2.0	1.4	1.7
O=C(COC(=O)/C=C/c1ccc(S(=O)(=O)N2CCOCC2)cc1)NC1CCCCCCC1	1.1	0.15	1310	i	6.7	7.3%	i	7.6	0.1	1159	-1.5	754	16.4%	3.3	2.5	6.8
C#CCOC(=O)c1ccccc1C(=O)N(CC)CC	1.1	0.37	1533	i	35.8	-5.2%	·	·	4.6	1226	·	·	-2.5%	1.5	1.7	8.8
O=C(O)C(Cc1c[nH]c2ccccc12)NS(=O)(=O)c1ccc(Cl)cc1 (stereo not given)	1.1	·	·	i	47.0	1.9%	i	8.3	-1.7	984	-5.9	682	-11.8%	5.7	4.0	4.9
NS(=O)(=O)c1ccc(CCNc2nc(CN3CCCCC3)nc3sc4c(c23)CCC4)cc1	1.1	-1.08	1172	i	8.2	-8.2%	i	-12.0	0.6	1363	·	·	-10.3%	2.8	2.3	9.3
Cn1c(N)c(C#N)c2c(c1=S)CSC(C)(C)C2	1	0.67	1116	i	24.8	-41.4%	i	-4.0	-7.4	1046	·	·	-51.9%	3.2	3.0	8.2
O=C1c2cccc([N+](=O)[O-])c2C(=O)N1c1ccccc1	1.1	·	·	i	66.7	-15.4%	i	7.4	-0.4	918	-11.5	507	-10.1%	4.4	3.1	1.6
COc1ccc(N(C(=O)Cc2cccs2)C(C(=O)NC2CCCCC2)c2cccn2C)cc1OC (stereo not given)	1	·	·	i	15.0	17.4%	i	12.9	0.7	1168	-4.0	699	2.9%	2.8	2.0	4.3
Nc1nc(NC(=O)Cc2ccccc2)nn1-c1ccccc1	1.1	0.01	1258	i	59.3	-1.3%	i	-3.3	-4.2	1149	·	·	-3.5%	3.1	2.5	8.5
CCN(CC)CCNS(=O)(=O)c1ccc2[nH]cc(C(=O)O)c(=O)c2c1	1.1	0.46	2015	i	56.0	22.3%	i	3.5	-2.8	1126	3.2	672	15.5%	3.0	1.9	7.2
CN(Cc1ccccc1)c1nc2c(c(=O)[nH]c(=O)n2C)n1CCOc1ccccc1	1	0.25	1160	i	42.5	12.3%	i	6.3	1.2	1122	·	·	13.9%	2.3	2.1	9.7
Cc1ccnc(SCC(=O)O)n1	1.1	1.18	1124	i	14.5	-7.4%	i	-0.1	-11.4	1117	·	·	-9.5%	3.2	3.1	10.9
O=C(CCS(=O)(=O)c1ccc(Br)cc1)NC1CCCC1	1.2	-0.12	941	i	4.5	-8.2%	i	-7.4	·	·	-6.1	808	-5.0%	1.3	1.1	4.8
CCOCCCN(CCC#N)S(=O)(=O)c1ccc(S(=O)(=O)N2CCCC2)cc1	1.1	-0.76	815	i	24.6	-1.6%	i	13.4	-4.1	1124	5.4	783	6.0%	3.4	2.4	1.0
Cc1cc(C)c(C(=O)CN2C(=O)NC3(CCCCCC3)C2=O)cc1C	1	-0.86	1235	i	43.7	-3.4%	+	9.2*	-1.0	1128	0.5	691	-1.2%	5.4	1.4	4.6
Cc1ccc(C(=O)Nc2ccc(Cl)cn2)cc1	1	0.09	1202	i	65.3	5.8%	i	14.8	0.3	1147	·	·	7.2%	8.8	10.5	8.8
O=C(O)c1cccc(NC(=O)c2ccc3c(c2)C(=O)N(CC2CCCO2)C3=O)c1 (stereo not given)	1.1	0.78	995	i	48.0	-5.9%	i	20.5	·	·	1.3	742	-6.5%	1.0	1.1	5.8
COc1ccc(/C=C2\CCc3ccccc3C2=O)cc1Cn1cccn1	1	·	·	i	17.4	12.6%	i	-6.7	·	·	-22.4	770	17.5%	2.1	0.4	9.1
Nc1cc(N2CCCC2)ccc1[N+](=O)[O-]	0.8	-0.38	1743	i	49.8	45.2%	i	2.0	-3.4	1193	-1.2	672	25.6%	3.0	2.1	0.9
CCn1ncc(CN2CCN(C(=O)Nc3ccccc3C(=O)OC)CC2)c1C	1.1	1.65	1132	i	9.4	-3.3%	i	4.6	·	·	-4.3	755	-3.1%	1.8	1.5	28.0
CCOC(=O)N1CCN(C(=O)CSc2ccc3nnc(-c4cccnc4)n3n2)CC1	1.1	-0.17	1156	i	54.0	-6.4%	i	4.7	-0.4	1081	1.7	723	-7.4%	2.3	1.2	20.0
COC(=O)c1cc(=O)c2c(C)nc(C(Cl)(Cl)Cl)nc2[nH]1	1.3	0.46	1269	i	50.8	-9.1%	i	-2.0	0.1	1136	5.0	687	-19.0%	2.0	1.4	3.0
COC(=O)C(Cc1cncn1COCc1ccccc1)NC(=O)OC(C)(C)C (stereo not given)	1.1	0.86	1041	i	23.8	-12.4%	i	2.9	-1.9	719	·	·	-2.7%	3.7	1.9	4.4
CCC(CO)NCc1ccc(-c2ccccc2)cc1 (stereo not given)	1.1	0.51	1567	i	0.1	1.7%	i	-3.5	0.7	1020	-4.1	596	6.3%	5.4	2.2	4.9
CCCSc1nsc(SCCC)c1C#N	1.1	·	·	i	48.9	2.0%	i	-2.2	·	·	13.3	802	3.9%	1.8	1.2	7.7
CCOc1ccc(NC(=O)c2cccs2)c([N+](=O)[O-])c1	1	0	1488	i	31.0	-0.8%	i	0.5	4.5	1192	·	·	4.5%	3.6	2.5	1.4
COc1ccc(-c2nc(N)nc(C(F)(F)F)c2-c2csc(C)n2)c(O)c1	·	-0.45	990	i	54.9	·	·	·	0.9	1294	-1.2	707	·	·	·	·
Cn1c(=O)cc(SCC(=O)NCCCN2CCOCC2)c2ccc(Cl)cc21	1	-0.16	1448	i	16.5	8.6%	i	48.5	-0.2	1411	·	·	1.0%	3.9	3.1	17.3
CC(C)N(C(=O)CSc1nnc(Cc2csc(Nc3ccccc3)n2)o1)C(C)C	1.1	-0.2	1054	i	8.3	12.7%	i	13.4	4.1	1019	1.7	651	12.9%	1.7	2.1	11.6
O=C(CN1C(=O)NC2(CCCC2)C1=O)Nc1nc(-c2ccc(F)cc2)cs1	1.1	0.09	976	i	27.4	1.3%	i	13.6	0.1	1162	·	·	7.4%	2.0	2.8	11.4
CC(=O)c1cc(Cc2csc(C(C)=O)c2)cs1	1	-0.56	1253	i	26.0	-1.7%	i	10.5	-5.1	1003	·	·	-8.5%	6.2	2.2	10.3
CSC1=C(C#N)C(=O)NC(c2ccccc2O)S1 (stereo not given)	·	0	1016	i	19.3	·	·	·	1.9	1352	-7.5	728	·	·	·	·
O=C(O)c1cc2n(n1)C(C(F)(F)F)CC(c1ccco1)N2 (stereo not given)	1.1	0.5	1275	i	39.9	-1.5%	i	7.3	0.5	1179	0.2	759	4.9%	2.2	2.4	5.3
CCOc1cccc(NC(=O)C2CC(=O)N(C)C(=Nc3cccc(F)c3)S2)c1 (stereo not given)	1.1	0.07	1503	i	13.8	42.1%	i	-10.0	-2.1	1310	·	·	15.4%	5.3	3.2	10.1
N#CCC(=O)Nc1ccc(C(=O)OCC(=O)Nc2ccccc2-c2ccccc2)cc1	1.1	-0.46	1248	i	59.3	3.1%	i	13.4	-1.4	1169	6.1	655	7.3%	6.4	1.4	7.7
O=C(NCc1cccnc1)c1c[nH]c2cc3c(cc2c1=O)OCCO3	1.1	?	·	i	13.4	9.8%	i	2.0	-5.5	962	·	·	8.1%	3.6	1.2	6.0
Cn1c(=O)[nH]c2sc3c(c2c1=O)CC(C)(C)OC3	1.2	·	·	i	33.7	-4.6%	i	-3.5	-11.1	1132	-3.8	805	-4.6%	1.7	1.9	4.2
CCC(c1nnnn1C1CCCC1)N1CCN(c2ccccc2F)CC1 (stereo not given)	1	0.79	737	i	21.2	4.8%	i	-5.5	1.1	985	4.2	788	7.0%	3.6	2.0	7.9
COc1ccc(Oc2nnc(-c3ccc(C)cc3)c3ccccc23)cc1	1.1	1.1	1623	i	24.5	-1.8%	i	5.7	2.1	1454	·	·	-2.2%	4.2	2.2	1.7
COc1cc(Cl)c(C)cc1NC(=O)COC(=O)/C=C/c1c(C)nn(C2CCS(=O)(=O)C2)c1Cl (stereo not given)	1.1	·	·	i	40.8	10.0%	i	-16.7	-0.8	1072	29.1	647	2.6%	2.6	0.8	5.9
Cc1cc(/C=C2\C(=N)N3N=C(S(C)(=O)=O)SC3=NC2=O)c(C)n1Cc1ccccc1	0.9	0.33	1191	i	54.1	-26.3%	i	0.2	0.4	1101	11.3	684	-19.3%	7.7	2.3	8.1
CC(C)(C)C(=O)Nc1sc2c(c1-c1nc3ccccc3[nH]1)CCCC2	1.1	0.84	1799	i	34.0	20.5%	i	-2.8	-0.8	1090	24.8	561	20.6%	i	·	100.0
COc1ccc(C)cc1S(=O)(=O)Nc1cccc(Cl)c1	1.1	·	·	i	14.0	2.6%	i	-0.4	·	·	-44.4	616	5.1%	1.2	2.4	6.7
O=c1/c(=C/c2ccccn2)sc2nc3ccccc3n12	1.1	·	·	i	51.0	-13.0%	i	1.6	0.9	1041	·	·	-21.7%	3.2	2.4	7.3
CCCN1CCC(NC(=S)Nc2ccc(OC)c(OC)c2)CC1	1.3	-0.05	1530	i	23.0	-3.0%	i	17.4	-3.6	1057	12.2	638	-3.5%	1.1	1.9	1.0

Source: PubChem (several laboratories)
